CaV13 FRET inh: Disruptors of the CACNA1D IQ motif to Ca2+-dependent inactivation inhibitor domain association, primary screening, Förster resonance energy transfer in intact living … | HEK cells, CFP/YFP FRET ICDI-IQ, plate reader, 10 min; percent FRET-ratio fall versus neutral wells | AID 743397 | inhibition, % at 12.3 µM | 340,000 tested, 0.098% active;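 active means mean replicate inhibition of at least 30% and at least 1% of replicates passing that level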;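 further: 0% = median of the neutral control wells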
* = called active by the depositor. Only part of the results is shown, so the mix of outcomes need not match the whole.

SMILES | CaV13 FRET inh
COC(=O)C1=C(C)N(Cc2ccc(C(F)(F)F)cc2)C(=NCc2ccc(C(F)(F)F)cc2)NC1c1ccccc1 (stereo unspecified) | -7
C[C@H](CO)N1C[C@H](C)[C@@H](CN(C)S(C)(=O)=O)OCc2cn(nn2)CCCC1=O | -4
CCc1cc2c(nc1CC)CCCN2S(=O)(=O)c1ccc(C)cc1 | -8
C#CCN(C[C@@H]1[C@@H](OC(=O)Nc2cccs2)[C@@H](OC(=O)Nc2cccs2)C[C@H](C(=O)OC)[C@@H]1C(=O)OC)S(=O)(=O)c1ccc(C)cc1 | -10
Cc1cccc(C=NNc2cc(C)c3cccc(C)c3n2)n1 | -4
C[C@@H]1ON(C)[C@H]2C[C@H]3c4[nH]c5c(-c6ccc(Cl)cc6)cccc5c4CCN3C(=O)[C@@H]12 | -5
COCc1[nH]nc2c1C(c1ccc(F)cc1)NC2=O (stereo unspecified) | -4
CC(C)C[C@H]1COc2cc(Br)ccc2S(=O)(=O)N1Cc1ccc(F)cc1F | -4
COc1cc(C(=O)Nc2ccc3ccccc3c2)cc(OC)c1OC | -20
C=CCN1C(=O)c2n[nH]c(C(C)C)c2C1c1ccc(C)cc1 (stereo unspecified) | -3
CCCCCCN(C(=O)CCCCCN1C(=O)NC(c2ccc(-c3ccccc3)cc2)C(C(=O)OCc2ccccc2)=C1C)C(C(=O)NCCCC)c1ccccc1 (stereo unspecified) | -4
C[C@@H]1ON(C)[C@H]2C[C@H]3c4[nH]c5c(-c6ccccc6)cccc5c4CCN3C(=O)[C@@H]12 | -5
COc1ccc(C(=O)NCC2CCN(C(=O)C(=O)c3cccs3)CC2)cc1 | -7
CC1(C)CC(=O)C=C(c2ccccc2-c2cccc(C(N)=O)c2)C1=O | -5
CCOc1ccc(NC(=O)CN2C(=O)c3cccc4cccc2c34)cc1 | -4
Cc1ccccc1C(=O)N1CCC[C@@H]1C(=O)N1CCC[C@H]1C(=O)NCc1ccccc1 | -10
C#CCN(Cc1ccco1)C(=O)c1nnc2c3cc(OC)ccc3n(S(=O)(=O)c3ccc(OC)cc3)c2n1 | -4
Cc1cc(Oc2cccnc2)ccc1NC(=O)Cc1c[nH]c2ccccc12 | -3
CCOC(=O)C1=CCN(S(=O)(=O)c2ccc(Cl)cc2)C1c1ccc(Br)cc1 (stereo unspecified) | -2
CCCN1CCCCC(NC(C)=O)C1=O (stereo unspecified) | -9
CC(=O)c1ccc(S(=O)(=O)NCC2CCN(C(=O)C(=O)c3cc4ccccc4o3)CC2)cc1 | -9
COc1cccc(CNC(=O)[C@H]2CCCN2C(=O)[C@H]2CCCN2C(=O)c2ccc(F)c(C(F)(F)F)c2)c1 | -10
COc1ccc(N2CCN(C(=O)C3CCN(S(=O)(=O)c4ccc5c(c4)CC(C)N5C(=O)C4CC4)CC3)CC2)cc1 (stereo unspecified) | -6
COc1ccccc1C(=O)N1O[C@]23C=C[C@]14C[C@@H](O)CC[C@]4(C)C2CC[C@]1(C)[C@@H]([C@H](C)/C=C/[C@H](C)C(C)C)CC[C@H]13 (stereo partly specified) | -9

Reprinted at random: 2 entries already listed.
SMILES | CaV13 FRET inh
CCOc1ccc(NC(=O)CN2C(=O)c3cccc4cccc2c34)cc1 | -4
COc1ccc(C(=O)NCC2CCN(C(=O)C(=O)c3cccs3)CC2)cc1 | -7

Part of the list above in a different format:
smiles	CaV13 FRET inh
COc1ccc(N2CCN(C(=O)C3CCN(S(=O)(=O)c4ccc5c(c4)CC(C)N5C(=O)C4CC4)CC3)CC2)cc1 (stereo unspecified)	-6
CC1(C)CC(=O)C=C(c2ccccc2-c2cccc(C(N)=O)c2)C1=O	-5
C[C@@H]1ON(C)[C@H]2C[C@H]3c4[nH]c5c(-c6ccc(Cl)cc6)cccc5c4CCN3C(=O)[C@@H]12	-5
C#CCN(C[C@@H]1[C@@H](OC(=O)Nc2cccs2)[C@@H](OC(=O)Nc2cccs2)C[C@H](C(=O)OC)[C@@H]1C(=O)OC)S(=O)(=O)c1ccc(C)cc1	-10
C=CCN1C(=O)c2n[nH]c(C(C)C)c2C1c1ccc(C)cc1 (stereo unspecified)	-3
COc1cc(C(=O)Nc2ccc3ccccc3c2)cc(OC)c1OC	-20
COCc1[nH]nc2c1C(c1ccc(F)cc1)NC2=O (stereo unspecified)	-4

(list continues)
SMILES | CaV13 FRET inh
O=C(NS(=O)(=O)c1cccs1)[C@H]1O[C@@H](n2ccc(=O)[nH]c2=O)[C@H](O)[C@@H]1O | -4
O=C1Nc2cnc(Cl)nc2Nc2ccc(Cl)cc21 | -9
COC(=O)c1cc2c(c3c4cc(F)ccc4n(S(=O)(=O)c4ccc(OC)cc4)c13)C(=O)N(Cc1ccccc1OC)C2 | -5
Nc1[nH]c(C(=O)c2ccccc2)c(-c2cc(F)ccc2Br)c1C(=O)NCCc1c[nH]c2ccccc12 | -16
COC(=O)[C@]12C[C@H](CC(=O)NCCCCc3ccccc3)C(=O)N(Cc3ccc4c(c3)OCO4)C1=C[C@H](C(C)(C)C)O[C@@H]2C | -10
C=CCNc1cccc2c1S(=O)(=O)N[C@H](CC(C)C)CO2 | -7
O=C1CC2c3cc(Br)ccc3CCN2C(=O)CN1Cc1ccccc1 (stereo unspecified) | -4
C[C@@H]1CN([C@@H](C)CO)C(=O)CCCn2nncc2CO[C@H]1CN(C)C(=O)Nc1ccc(N2CCN(C)CC2)cc1 | -6
CC[C@H](C)[C@H]1CNC(=O)C(=O)N1CC1CCN(CCc2ccc(OC)c(OC)c2)CC1 | -5
C[C@H](O)[C@@H]1C(=O)N2CCc3c([nH]c4c(-c5ccccc5)cccc34)[C@@H]2C[C@@H]1N(C)C(=O)c1cc(Cl)cc(Cl)c1 | -4
C[C@@H]1CN([C@@H](C)CO)C(=O)CCCn2cc(nn2)CO[C@H]1CN(C)C(=O)Nc1ccnc(N2CCOCC2)c1 | -10
Cc1ccc(Oc2cccc3c2S(=O)(=O)N([C@H](C)c2ccccc2)C[C@@H](COCc2ccccc2)O3)cc1 | -9
Cc1cc2c(c(=O)o1)[C@@]1(C(=O)N(C)c3ccccc31)C1=C(CC(C)(C)OC1=O)O2 | -7
CSc1nc2c(=O)[nH]cnc2s1 | -11
Cc1ccccc1C(=O)N[C@H](C(=O)N1CCC[C@H]1C(=O)NCCc1ccccc1Cl)C1CCCCC1 | -3
COC(=O)[C@]12C[C@H](CC(=O)N3CCN(C(=O)C4CC4)CC3)C(=O)N(CCC3=CCCCC3)C1=C[C@H](COCc1ccccc1)O[C@@H]2C | -9
CC(=O)O[C@H]1C[C@@H](n2cnc3c(Cl)ncnc32)[C@@H]2OC(C)(C)O[C@@H]21 | -7
Cc1ccc(CNC(=O)c2ccc3nc4[nH]c5ccccc5c4nc3c2)cc1 | -6
CN1OC[C@@H]2CN(C(=S)Nc3cc(C(F)(F)F)cc(C(F)(F)F)c3)[C@H](c3ccccc3Br)C[C@@H]21 | -9
COc1ccc2c(c1)OC[C@H]1[C@H]2N2C(=O)CNC(=O)[C@@]2(C)[C@H]1c1ccccc1 | -6
COCc1[nH]nc2c1C(c1ccc(C)cc1)N(c1ccc(OC)cc1)C2=O (stereo unspecified) | -5
O=C(N[C@H](Cc1ccccc1)C(=O)NCC1CCCCC1)[C@H]1O[C@@H](n2ccc(=O)[nH]c2=O)[C@H](O)[C@@H]1O | -6
CC(C)=CCC/C(C)=C/CN1C(=O)N(c2ccc(F)cc2)[C@H]2C[C@@H](c3ccccc3)[C@@H](C)[C@@H](C(=O)N3CCOCC3)C[C@H]21 | -5
C=CCCC1CN(Cc2ccc(OC)cc2)S(=O)(=O)c2c(Oc3ccc(C)cc3)cccc2O1 (stereo unspecified) | -9
COC(=O)C1=C(C)N(Cc2cccc(C(F)(F)F)c2)C(=NCc2ccc3c(c2)OCO3)NC1c1cccc(Cl)c1 (stereo unspecified) | -9
Cc1ccccc1-c1ccc2c(c1)[C@@H]1C[C@H]3[C@@H](CN1CC2)[C@H](C)ON3C | -5
COc1cc([N+](=O)[O-])c(OC)cc1Nc1ccccc1C(=O)O | -5
O=C(NCc1ccccc1)[C@@H]1CCCN1C(=O)[C@H]1CCCN1C(=O)c1ccccc1F | -10
O=C(N[C@@H](Cc1cccnc1)C(=O)N1CCC[C@H]1C(=O)NC1CCCC1)C1CC1 | -3
CC(C)(C)S(=O)N1C[C@H]2CC(=O)C(CCO)=C2[C@@H]1CCO (stereo partly specified) | -5
CCCCCCN(C(=O)CCCCCN1C(=O)NC(c2ccc(-c3ccccc3)cc2)C(C(=O)OCc2ccccc2)=C1C)C(C(=O)NCCCC)c1cccc(C(=O)OC)c1 (stereo unspecified) | -11
COc1ccccc1-c1ccc([C@@H]2C[C@H]3[C@H](CON3C)CN2S(=O)(=O)c2cc(Cl)cc(Cl)c2)cc1 | -4
O=C(N[C@H](Cc1ccccc1)C(=O)NCc1ccc(OC(F)(F)F)cc1)[C@H]1O[C@@H](n2ccc(=O)[nH]c2=O)[C@H](O)[C@@H]1O | -13
C=CCNc1cccc2c1S(=O)(=O)N[C@H](C)CO2 | -8
COc1cc(CCC(C)=O)ccc1OC(=O)c1c(-c2c(F)cccc2Cl)noc1C | -10
C[C@H]1[C@@H](c2ccccc2)Oc2c(Cl)cccc2S(=O)(=O)N1C | -3
COC(=O)[C@]12C[C@H](CC(=O)NCc3ccc(OC)c(OC)c3)C(=O)N(Cc3ccc4c(c3)OCO4)C1=C[C@H](COCc1ccccc1)O[C@@H]2C | -9
COC(=O)C1=C(C)N(Cc2ccccc2C(F)(F)F)C(=NCc2cc(OC)c(OC)c(OC)c2)NC1CCc1ccccc1 (stereo unspecified) | -7
C#CCNC(=O)C[C@H]1C[C@@]2(C(=O)OC)C(=C[C@H](C(C)(C)C)O[C@@H]2C)N(CCCCCCCC)C1=O | -9
C[C@@H]1COc2cccc(NCCO)c2S(=O)(=O)N1 | -5
COc1ccccc1Cc1c(-c2ccccc2)nc2ccc(C)cn12 | -10
COCCN1C(=O)[C@H]2C[C@@]13O[C@H](c1ccc(C(F)(F)F)cc1)N=C3C[C@H](c1ccccc1)[C@H]2C | -4
COC(=O)C1=C(C)N(Cc2ccccc2C(F)(F)F)C(=NCc2ccccc2C(F)(F)F)NC1c1cccc(C(F)(F)F)c1 (stereo unspecified) | -6
O=C(NCc1ccccc1)[C@@H]1CCCN1C(=O)[C@H]1CCCN1C(=O)c1cc(F)cc(F)c1 | -4
O=C(COC(=O)c1ccc(O)cc1)Nc1cc(S(=O)(=O)N2CCOCC2)ccc1N1CCOCC1 | -2
C[C@H]1COc2cccc(NCCO)c2S(=O)(=O)N1 | -9
COC(=O)c1cc2c(c3c4cc(F)ccc4n(S(=O)(=O)c4cccc(C)c4)c13)C(=O)N(Cc1ccc(N(C)C)cc1)C2 | -5
O=C(C(=O)N1CCC(CNC(=O)c2cccs2)CC1)c1cc2ccccc2o1 | -12
O=C(Nc1ccc(Cl)cc1)OCC12COCN1COC2 | -3
COc1ccc(C(C#N)=Cc2cc(OC)c(OC)c(OC)c2)cc1 | -10
Cc1cccc(C)c1NC(=O)C(CCc1ccccc1)N1CCN(CCN(C)C)CC1 (stereo unspecified) | -2
CC1=N/C(=C\c2ccc([N+](=O)[O-])cc2)C(=O)N1c1ccc(C)c(Cl)c1 | -2
COC(=O)[C@]12C[C@H](CC(=O)N3CCSCC3)C(=O)N(CCC3=CCCCC3)C1=C[C@H](COCc1ccccc1)O[C@@H]2C | -7
COc1cc(OC)cc(C(=O)NCCSCc2ccco2)c1 | -4
C[C@@H]1CCCCO[C@@H](CN(C)C(=O)Nc2ccc(F)cc2)[C@@H](C)CN([C@H](C)CO)C(=O)c2cc(NC(=O)Nc3ccc4c(c3)OCO4)ccc2O1 | -5
COC(=O)N1Cc2ccnnc2CC1c1ccccc1Br (stereo unspecified) | -4
COC(=O)[C@]12C[C@H](CC(=O)N3CCCCC3)C(=O)N(CCC3=CCCCC3)C1=C[C@H](C(C)(C)C)O[C@@H]2C | -7
O=C(NCc1ccccc1)[C@@H]1CCCN1C(=O)[C@H]1CCCN1C(=O)c1cccs1 | -11
COCCN1Cc2cc(C(=O)OC)c3c(c2C1=O)c1cc(OC)ccc1n3C(=O)c1ccccc1 | -8
Cc1ccccc1-c1ccc2c(c1)[C@@H]1C[C@H](N(C)S(=O)(=O)c3ccc(Cl)cc3)[C@H]([C@H](C)O)CN1CC2 | -6

Remaining list, next part.
SMILES | CaV13 FRET inh
C=CCN1C[C@H](COC(=O)c2ccc(C)c(C)c2)Oc2cccc(F)c2S1(=O)=O | -5
Cc1cc(=O)c2c(ccc3c(=O)cc(C)[nH]c32)[nH]1 | -12
COc1cc2c(c(OC)c1OC)C1(CCCCC1)CC2NS(=O)(=O)C(C)C (stereo unspecified) | -6
C[C@@H]1CN([C@H](C)CO)C(=O)c2cc(Br)cnc2O[C@H]1CN(C)Cc1ccccc1F | -6
C[C@@H]1CN([C@@H](C)CO)C(=O)c2cc(Br)cnc2O[C@@H]1CN(C)Cc1ccccn1 | -6
Nc1ccn([C@@H]2O[C@H](C(=O)N3CCN(CCO)CC3)[C@@H](O)[C@H]2O)c(=O)n1 | -3
CCCCc1c(-c2ccccc2OC)ncn1Cc1ccc(OC)cc1 | -5
Nc1nc2c(ncn2[C@@H]2O[C@H](C(=O)N[C@H](Cc3ccccc3)C(=O)NCc3ccccc3)[C@@H](O)[C@H]2O)c(=O)[nH]1 | -9
COC(=O)N1Cc2ccnnc2CC1c1ccccc1-c1ccccc1 (stereo unspecified) | -4
O=C1CC(O)C(Cc2ccccc2)N1 (stereo unspecified) | -9
COc1ccc(C(C)(C)C)cc1N1C(=O)[C@@H]2CSCCS(=O)(=O)N2C1=O | -4
COCc1cc(N2CCN(C(=O)OC(C)(C)C)C[C@H]2C)ccc1Br | -10
COc1cccc(CNC(=O)[C@H]2CCCN2C(=O)[C@H]2CCCN2C(=O)c2ccc(F)cc2)c1 | -6
